Screening results deposited in PubChem by MTDP.
RNase H inhibition: RNase H inhibition, HIV 1 Gag Pol polyprotein, FRET biochemical assay, screening (AID 372); HIV-1 RT RNase H, FRET RNA/DNA substrate fluorescence; higher % means a stronger effect; inhibition, % at 10 µM, or IC50 in µM where a hit was titrated; actives 0.77% (n = 100,000); in the data active = inhibition above about 50%
* = called active by the depositor.

SMILES	RNase H inhibition
COc1ccc(N2C(=O)CC(SCC(=O)Nc3ccc(F)cc3)C2=O)cc1 (centres undefined)	3.0%
COc1ccc2nnc(-c3ccccc3)n2n1	5.0%
O=C(/C=C/c1ccccc1)NC(=S)Nc1ccc2oc(-c3ccncc3)nc2c1	0.0%
O=C(N/N=C/c1cc(Cl)ccc1O)c1ccncc1	0.0%
CS(=O)(=O)N(Cc1ccccc1)c1ccccc1C(=O)N[C@H]1C[C@@H]2CC[C@H]1C2	8.0%
CS(=O)(=O)N1CCN(C(=O)c2ccccc2)C1	2.0%
COc1ccc(-n2nc3cc(C)c(NC(=O)COc4ccc(Cl)cc4C)cc3n2)cc1	11.0%
CC(C)(C)C1CCc2c(sc(NC(=O)c3cccs3)c2C(N)=O)C1 (centres undefined)	12.0%
O=C(O)C1CCCCC1C(=O)Nc1ccc(-c2ccccc2)cc1 (centres undefined)	3.0%
COC(=O)C1=C(C)NC(=O)NC1c1cccc(Oc2ccccc2)c1 (centres undefined)	31.0%
COc1ccc(-n2c(/C=C/c3cn(C)c4ccccc34)nc3ccccc3c2=O)cc1	10.0%
O=C(CCN1CCOCC1)Nc1c(-c2ccccc2)c2cc(Br)ccc2[nH]c1=O	0.0%
Cc1ccc(N2C(=O)c3ccccc3C(C)(C)C2=O)cc1	7.0%
S=C1NCCN1CCOc1ccccc1	2.0%
c1ccc2cc3[nH]c(CN4CCCCC4)nc3cc2c1	14.0%
C=C(C)COc1ccc2c(-c3ccccc3)cc(=O)oc2c1OCC(=C)C	27.0%
Cc1ccc(-c2cc(C(=O)Nc3sc4c(c3C(N)=O)CCCC4)c3ccccc3n2)o1	16.0%
CCOc1cc(/C=c2\sc3nc4ccccc4n3c2=O)ccc1OCc1ccc(C)cc1	3.0%
COc1ccc(S(=O)(=O)N2CCCc3ccccc32)cc1	11.0%
CC/C(=N/OC(=O)c1ccc(OC)cc1)C(=O)c1cccs1	16.0%
O=C(O)c1ccc2c(c1)C(=O)N(c1cccc(C(=O)Nc3cccc(Cl)c3)c1)C2=O	4.0%
c1ccc2cc(CN3CCN(Cc4ccncc4)CC3)ccc2c1	11.0%
Oc1ccc2ccccc2c1/C=N/N1CCN(c2ccc(Cl)cc2)CC1	4.0%
O=[N+]([O-])c1cc(Br)cc2c1[nH]c1ccc(Br)cc12	6.0%
O=[N+]([O-])c1ccc(NS(=O)(=O)c2cccc3cccnc23)cc1	11.0%
Next part:
SMILES	RNase H inhibition
COCCNS(=O)(=O)c1cc(Cl)ccc1Cl	0.0%
O=C1NC(=S)S/C1=C\c1ccccc1OCCOc1ccccc1Cl	46.0%
O=C1CC(c2ccc3c(c2)OCO3)CC2=C1C(c1ccc(-c3ccccc3)cc1)Nc1ccccc1N2 (centres undefined)	0.0%
COc1ccc(/C=N/NC(=O)CN(c2ccc(OC)cc2)S(=O)(=O)c2ccccc2)cc1	9.0%
CCOc1cc(/C=C2/SC(=S)N(CC)C2=O)ccc1OCc1cccc(C)c1	5.0%
O=C(COc1ccccc1[N+](=O)[O-])Nc1ccc2oc(-c3ccccc3F)nc2c1	19.0%
CSCCOC(=O)C1=C(C)NC(=O)NC1c1ccc(Cl)c(Cl)c1 (centres undefined)	14.0%
O=C(CCSc1ccc(Cl)cc1)N1CCCCCC1	12.0%
CCOC(=O)c1cc(=O)n2[nH]c(-c3ccc(-c4ccccc4)cc3)cc2n1	7.0%
O=C1C=CC(=NS(=O)(=O)c2ccc3ccccc3c2)C=C1	30.0%
O=C(/C=C/c1ccco1)Nc1ccc2nn(-c3ccccc3)nc2c1	24.0%
Cc1cc(C(=O)N(Cc2ccccc2)Cc2ccccc2)ccc1[N+](=O)[O-]	11.0%
CC(C)c1cc(N=NC(=N)N)cc(C(C)C)c1O	11.0%
CCCCSc1nnc2c(n1)OC(c1ccc(-c3cccc([N+](=O)[O-])c3)o1)Nc1ccccc1-2 (centres undefined)	0.0%
Cc1cc2nc(-c3ccc(C)c(NC(=O)/C=C/c4ccco4)c3)oc2cc1C	26.0%
CCOC(=O)c1cc2cc(Cl)ccc2oc1=O	5.0%
O=C1S/C(=C/c2ccccc2)C(=O)N1CN1CCCCC1	4.0%
Cc1ccc(NC(=O)/C=C/c2ccc([N+](=O)[O-])cc2)cc1C	14.0%
COC(=O)c1cc(NC(=O)c2ccc3ccccc3c2)cc(C(=O)OC)c1	17.0%
COC(=O)CN1C(=O)/C(=C\c2ccc(C)cc2)SC1=S	0.0%
COc1ccc(/C=C2/SC(=Nc3ccccc3Cl)NC2=O)c2ccccc12	33.0%
CCOC(=O)COc1ccccc1/C=C1/C(=O)NN(c2ccccc2)C1=O	2.0%
O=c1[nH]c2ccc(N=Cc3cn(Cc4ccc(Cl)cc4Cl)c4ccccc34)cc2[nH]1	23.0%
Cc1[nH]nc(N2CCCCCC2)c1[N+](=O)[O-]	3.0%
COC(=O)c1cccc(NC(=O)/C=C/c2ccc(OC)cc2)c1	1.0%

A few values from the results shown:
O=C1S/C(=C/c2ccccc2)C(=O)N1CN1CCCCC1 – RNase H inhibition: 4.0%
CCCCSc1nnc2c(n1)OC(c1ccc(-c3cccc([N+](=O)[O-])c3)o1)Nc1ccccc1-2 (centres undefined) – RNase H inhibition: 0.0%
CCOC(=O)c1cc2cc(Cl)ccc2oc1=O – RNase H inhibition: 5.0%
Cc1cc(C(=O)N(Cc2ccccc2)Cc2ccccc2)ccc1[N+](=O)[O-] – RNase H inhibition: 11.0%

Next section:
SMILES	RNase H inhibition
O=C1N/C(=C/c2ccccc2)C(O)=C1C=NCc1ccccc1	5.0%
CS(C)=C1C(=O)NC(=O)N(c2ccccc2)C1=O	8.0%
CCOc1ccccc1-n1c(O)c(C=C2C=CC=N2)c(=O)[nH]c1=O	0.0%
CC(=O)Nc1ccc2c(c1)S(=O)(=O)c1cc(NC(C)=O)ccc1-2	7.0%
O=C(CCN1CCCCC1)Nc1c(-c2ccccc2)c2cc(Br)ccc2[nH]c1=O	8.0%
O=C(N=Nc1c(O)[nH]c2c(Br)cc(Br)cc12)c1cc(-c2ccccc2)n[nH]1	17.0%
COc1ccc(/C=c2\sc3nc4cc(Br)cnc4n3c2=O)cc1	0.0%
Cc1ccc(C(=O)Nc2ccccc2C(=O)NC(Cc2c[nH]c3ccccc23)C(=O)O)cc1 (centres undefined)	2.0%
CCCOC(=O)C1=C(C)NC2=C(C(=O)CCC2)C1c1ccc(Cl)cc1Cl (centres undefined)	5.0%
COc1ccccc1-c1nc2ccccc2nc1-c1ccccc1OC	7.0%
Cc1ccnc(NC(=O)COc2ccccc2[N+](=O)[O-])c1	6.0%
O=[N+]([O-])c1ccc(Oc2cc(-n3cccn3)nc(-c3ccccc3)n2)cc1	7.0%
CCCc1ccc(OC(=O)OCC(C)C)cc1	9.0%
CCCN(CCC)c1ccc(/C=N/Nc2nnc3c(n2)[nH]c2ccc(C)cc23)cc1	15.0%
CNC(=S)C1COc2ccccc2O1 (centres undefined)	10.0%
CCOc1cc(C2C(C(=O)OCCSCC)=C(C)NC3=C2C(=O)CCC3)ccc1O (centres undefined)	6.0%
Cc1cc(=O)[nH]c(Nc2nc(C)c3cccc(C)c3n2)n1	3.0%
Cc1ccc(NCc2cccnc2)c(Br)c1	2.0%
COc1ccc(OC)c(NC(=S)NC(=O)c2ccccc2)c1	10.0%
COc1cc(/C=C2\Sc3ccccc3C2=O)ccc1OS(=O)(=O)c1ccc(C)cc1	18.0%
O=C(O)/C=C\C(=O)Nc1ccc(OC(F)F)cc1	0.0%
COCc1cc(=O)n2[nH]cc(-c3cccc4ccccc34)c2n1	10.0%
CCOC(=O)C(=O)Nc1c(O)c2ccccc2[nH]c1=O	0.0%
COc1ccc(C2CC(C(F)(F)F)n3ncc(C(=O)Nc4cc(Cl)ccc4O)c3N2)cc1OC (centres undefined)	23.0%
Cc1cccc(NC(=S)NC(=O)c2ccco2)c1	0.0%

Brought forward from above: 7 entries; new compounds follow.
SMILES	RNase H inhibition
COc1ccc(OC)c(NC(=S)NC(=O)c2ccccc2)c1	10.0%
COc1cc(/C=C2\Sc3ccccc3C2=O)ccc1OS(=O)(=O)c1ccc(C)cc1	18.0%
O=C(O)/C=C\C(=O)Nc1ccc(OC(F)F)cc1	0.0%
COCc1cc(=O)n2[nH]cc(-c3cccc4ccccc34)c2n1	10.0%
CCOC(=O)C(=O)Nc1c(O)c2ccccc2[nH]c1=O	0.0%
COc1ccc(C2CC(C(F)(F)F)n3ncc(C(=O)Nc4cc(Cl)ccc4O)c3N2)cc1OC (centres undefined)	23.0%
Cc1cccc(NC(=S)NC(=O)c2ccco2)c1	0.0%
COc1cc(/C=N\O)ccc1Oc1ccc(C(F)(F)F)cc1[N+](=O)[O-]	3.0%
CC(C)(C)c1[nH]nc2c1C(c1cccs1)C(C#N)=C(N)O2 (centres undefined)	8.0%
Cc1cccc(NC(=O)c2ccccc2N)c1C	1.0%
C(=N\c1nc2ccccc2[nH]1)/c1cccs1	0.0%
CCOc1cc(/C=N/NC(=O)Nc2ccccc2)ccc1OCc1ccccc1C#N	8.0%
Cc1ccc2nc(/C(C#N)=C/c3ccc(F)cc3)[nH]c2c1	5.0%
O=C(NNS(=O)(=O)c1ccc2ccccc2c1)c1cccc(Cl)c1	5.0%
CC(=O)Nc1ccc(S(=O)(=O)NC(C)=O)cc1	7.0%
NC(=O)N=Nc1c(O)[nH]c2ccccc12	5.0%
Cc1cccc(C)c1NC(=O)CO/N=C(\N)c1nonc1N	1.0%
COc1cccc(/C=C2/C=C(c3ccc(OC)cc3OC)OC2=O)c1	14.0%
CC(C)(C)c1cc(N=Cc2ccccc2O)c(O)c(C(C)(C)C)c1	14.0%
Cc1ccccc1C(=O)N1CCN(c2ccccn2)CC1	6.0%
COc1ccc(NC(=O)c2cc(Br)ccc2I)cc1	1.0%
CC1=NN(c2cccc(C(=O)O)c2)C(=O)/C1=C\c1ccc(-c2cc(C)c(C)cc2[N+](=O)[O-])o1	22.0%
Cc1ccc2[nH]c3nc(N/N=C/c4cc(Br)ccc4O)nnc3c2c1	2.0%
Clc1ccc2nc(N3CCN(c4ccccc4)CC3)nc(-c3ccccc3)c2c1	13.0%
Cc1c(N2C(=O)/C(=C/c3cccc4ccccc34)SC2=S)c(=O)n(-c2ccccc2)n1C	0.0%
Cc1ccc2c(c1)=C(c1[nH]c(=S)[nH]c1O)C(=O)N=2	10.0%
COc1cccc(C(=O)Nc2ccc3c(c2)OCCO3)c1	5.0%
O=C1C2CCCCC2C(=O)N1CN1CCCCC1 (centres undefined)	6.0%
CC(=O)Nc1ccc(S(=O)(=O)Oc2cccc(/C=C3\SC(=S)NC3=O)c2)cc1	8.0%
O=C1NC(=Nc2ccc(F)cc2)S/C1=C/C=C/c1ccccc1	19.0%
Cc1ccc(-c2nn(-c3cc(N4CCCC4)ccc3[N+](=O)[O-])c(=O)c3ccccc23)c(C)c1	2.0%
CC(=O)N1c2ccccc2Nc2ccccc21	0.0%
New compounds follow.
SMILES	RNase H inhibition
COc1ccc(N2CC(C(=O)N/N=C/c3ccc(OC)c(OC)c3)CC2=O)cc1 (centres undefined)	3.0%
Nc1cccc2c1C(=O)c1cccc(NC(=O)c3ccccc3)c1C2=O	0.0%
COc1ccc(C(=O)Nc2ccc3c(c2)C(=O)c2ccccc2C3=O)cc1Cl	47.0%
O=C(Nc1ccc([N+](=O)[O-])cc1Cl)c1ccc([N+](=O)[O-])cc1	3.0%
CCOC(=O)C1=C(C)N=c2s/c(=C\c3cc(Cl)ccc3O)c(=O)n2C1c1c(OC)ccc2ccccc12 (centres undefined)	34.0%
Cc1ccc(S(=O)(=O)Nc2ccccc2-c2nc3ccccc3c(=O)[nH]2)cc1	8.0%
CCOC(=O)C1=C(C)N=c2s/c(=C\c3ccccc3OCc3ccccc3)c(=O)n2C1c1ccc(OC)c(OC)c1 (centres undefined)	23.0%
O=C(Nc1nnc(-c2ccc(Br)cc2)s1)Nc1ccccc1F	28.0%
COc1ccccc1OCCOCCOc1ccc(Cl)cc1	2.0%
COc1ccc(/C=C/C(=O)c2cccc(Br)c2)cc1[N+](=O)[O-]	17.0%
CCN(CC)CCCCOc1ccc(Cl)c(C)c1	6.0%
COc1ccc(N2C(=O)C(Cl)=C(Nc3ccc(C)cc3)C2=O)cc1	8.0%
O=C(O)Cn1cc(/C=C2\C(=O)NC(=S)N(c3ccccc3F)C2=O)c2ccccc21	55.0%*
Cc1cccc(C(=O)O)c1NC(=O)c1cccc(F)c1	3.0%
CC1(C)Cc2ccccc2/C(=C/C(=O)Nc2ccc(Cl)cc2Cl)N1	0.0%
Cc1c(Cc2ccccc2)sc(NC(=O)/C=C/C(=O)O)c1C(N)=O	4.0%
Cc1ccc(N2C(=O)CC(NCc3cccnc3)C2=O)cc1 (centres undefined)	0.0%
Cc1ccc2c(Cl)c(C(=O)Nc3cccc(C(F)(F)F)c3)sc2c1	6.0%
CC1=C(C(=O)OCCc2ccccc2)C(c2coc3ccccc3c2=O)C2=C(CC(C)(C)CC2=O)N1 (centres undefined)	7.0%
COc1ccc(N(CC(=O)NCCSCc2ccccc2Cl)S(C)(=O)=O)cc1	22.0%
Cc1ccc(-c2csc(NC(=O)c3ccc4c(c3)OCO4)n2)cc1	8.0%
CCOc1ccc(NC(=O)CN(c2ccc(OC)cc2)S(=O)(=O)c2ccccc2)cc1	8.0%
COc1ccc(/C=C(/NC(=O)c2ccco2)C(=O)Nc2ccc([N+](=O)[O-])cc2)cc1	5.0%
Cc1ccc(OCCNc2cc(N3CCN(C)CC3)ccc2[N+](=O)[O-])cc1C	22.0%
O=C(Cc1ccccc1)Nc1ccc(Cl)c(-c2nc3ccccc3o2)c1	14.0%
(continued)
SMILES	RNase H inhibition
C=CCn1c2ccccc2c2nnc(SCCN3CCCCC3)nc21	0.0%
CCCCCCCOc1ccc(C(=O)NNC(N)=S)cc1	0.0%
CCc1c(C)sc(NC(=O)C2C3CCC(C3)C2C(=O)O)c1C(=O)OC(C)C (centres undefined)	7.0%
O=C(COC(=O)c1cccc(NC(=O)c2ccc(Br)cc2)c1)c1ccc([N+](=O)[O-])cc1	4.0%
COc1ccc(N2C(=O)c3ccc(C(=O)OCC(=O)c4ccccc4)cc3C2=O)cc1	1.0%
O=C(NCCC(=O)N1CCNC1=O)OCc1ccccc1	11.0%
Cc1ccc(NC(=O)c2ccccc2N)cc1	16.0%
O=C1N/C(=N\c2ccccn2)SC1Cc1ccccc1 (centres undefined)	9.0%
S=C1NC(c2ccccc2)=NCN1c1ccc(Br)cc1	7.0%

Quoted at random: 2 entries already listed
SMILES	RNase H inhibition
O=C1N/C(=N\c2ccccn2)SC1Cc1ccccc1 (centres undefined)	9.0%
S=C1NC(c2ccccc2)=NCN1c1ccc(Br)cc1	7.0%

Not all compounds are listed. The share of hits here may be higher or lower than overall.
